# BAZ2B inh: inhibitors of human BAZ2B bromodomain. Q9UIF8. AlphaScreen BAZ2B-H3K14Ac peptide displacement. Potency, µM (highest dose often 114 µM), without a hit: top-dose activity change, negative = inhibition, actives largely listed as inhibitors. actives 4.4% (n = 360,000). AID 504333; further: potency means the concentration at half of the fitted maximal effect; on the % scale 0 is the no-effect control and ±100 the full control effect; nearly all actives have a fitted effect of over 60% in size
#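 Inhibition is scored as reduced AlphaScreen emission. The BAZ2B/b-H3(5-23)K14Ac complex (50 nM each) in PBS pH 7.4, 0.01% Tween-20 meets compound (up to 110 uM) for 30 min at RT before bead addition.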
# PI4K2A block: PI4K2A (human) kinase inhibition. Q9BTU6. purified PI4K2A, ADP-Glo luminescence, 1 h; active compounds read low. activity change, negative = inhibition, % at 76.9 µM. actives 0.13% (n = 420,000). AID 1346378; in the data active means activity change below about -50%; inconclusive means mostly about -30% to -49%;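 further: -100% = wells without enzyme as full effect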
#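 Compounds are screened against recombinant PI4K2A using PI as substrate and ATP, the latter dispensed at 300 microM. Reactions run one hour at ambient temperature before ADP-Glo detection; full inhibition defined by wells lacking enzyme.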
# PGK inhibitor: inhibitors of T. brucei phosphoglycerate kinase. P07378. AID 602233. actives 0.043% (n = 380,000). Potency, µM (series often up to 57.5 µM), for inactives: top-dose activity change, negative = inhibition, hits mostly inhibitors. PGK/GAPDH coupled, Kinase-Glo luminescence, 60 min; further: potency means the concentration at half of the fitted maximal effect; on the % scale 0 is the no-effect control and ±100 the full control effect; nearly all actives have a fitted effect of over 60% in size
#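 Recombinant glycosomal PGK reaction used 1,3-bisphosphoglycerate generated in-well by GAPDH (100nM final) in 100mM TEA pH 7.6, 5mM MgCl2, 0.01% Tween-20. After 60 minutes at room temperature, ATP was read by Kinase-Glo Plus luminescence end-point.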
# ERG Ets-DNA blk: ERG Ets/DNA interaction inhibition. fluorescence polarization, His-ERG Ets domain / labelled DNA. Potency, µM (highest dose often 76.9 µM), for the others: top-dose FP activity, negative = inhibition, actives largely listed as inhibitors. actives 0.028% (n = 370,000). AID 624246. P11308; active means well fitted inhibition curve with a large enough effect in the polarisation, with a control signal flat; inconclusive means small, poorly fitted or top-dose-only effect, or effect the other way, or a change in a side signal; inactive means no such curve, though single readings can be large or run the other way; the % refers to the polarisation;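 further: polarization taken with two DNA probes labelled with fluorescein and Texas red; potency means the concentration at half of the fitted maximal effect; % of control where 0% means no effect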
#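 His-tagged ERG Ets domain (1 uM in the protein solution; 300mM KCl, 50mM Tris-HCl, 1mM EDTA, 1mM DTT, pH 7.5) received compound, then a probe mix of 5 nM fluorescein-DNA and 100nM Texas-615-DNA. Fluorescence polarization was read for both dyes.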
# G9a block: blocks human histone lysine methyltransferase G9a. Q96KQ7. G9a H3K9 monomethylation, AlphaScreen, 2 h. Potency, µM (top dose mostly 102 µM), for inactives: at the highest dose activity, negative = inhibition, hits mostly inhibitors. actives 8.8% (n = 350,000). AID 504332; further: potency means the concentration at half of the fitted maximal effect; on the % scale 0 is the no-effect control and ±100 the full control effect; nearly all actives have a fitted effect of over 75% in size
#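 Step 1: enzyme (final 20 nM) with compound, 15 min RT. Step 2: substrate peptide 500 nM and SAM 20 uM, 2 h RT. Step 3: anti-H3K9me1 antibody and AlphaScreen beads, 10 min, then plate read.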
# JMJD2A Tudor: blocks the human JMJD2A Tudor domain | O75164 | AlphaScreen JMJD2A-Tudor / H3K4me3 peptide binding | Potency, µM (series often up to 114 µM), inactives show at the top dose activity change, negative = inhibition, usual class: inhibitors | actives 4.4% (n = 390,000) | AID 504339; further: potency means the concentration at half of the fitted maximal effect; on the % scale 0 is the no-effect control and ±100 the full control effect; nearly all actives have a fitted effect of over 50% in size
# Target sequence (O75164 whole entry, looked up, the tested form may be a part): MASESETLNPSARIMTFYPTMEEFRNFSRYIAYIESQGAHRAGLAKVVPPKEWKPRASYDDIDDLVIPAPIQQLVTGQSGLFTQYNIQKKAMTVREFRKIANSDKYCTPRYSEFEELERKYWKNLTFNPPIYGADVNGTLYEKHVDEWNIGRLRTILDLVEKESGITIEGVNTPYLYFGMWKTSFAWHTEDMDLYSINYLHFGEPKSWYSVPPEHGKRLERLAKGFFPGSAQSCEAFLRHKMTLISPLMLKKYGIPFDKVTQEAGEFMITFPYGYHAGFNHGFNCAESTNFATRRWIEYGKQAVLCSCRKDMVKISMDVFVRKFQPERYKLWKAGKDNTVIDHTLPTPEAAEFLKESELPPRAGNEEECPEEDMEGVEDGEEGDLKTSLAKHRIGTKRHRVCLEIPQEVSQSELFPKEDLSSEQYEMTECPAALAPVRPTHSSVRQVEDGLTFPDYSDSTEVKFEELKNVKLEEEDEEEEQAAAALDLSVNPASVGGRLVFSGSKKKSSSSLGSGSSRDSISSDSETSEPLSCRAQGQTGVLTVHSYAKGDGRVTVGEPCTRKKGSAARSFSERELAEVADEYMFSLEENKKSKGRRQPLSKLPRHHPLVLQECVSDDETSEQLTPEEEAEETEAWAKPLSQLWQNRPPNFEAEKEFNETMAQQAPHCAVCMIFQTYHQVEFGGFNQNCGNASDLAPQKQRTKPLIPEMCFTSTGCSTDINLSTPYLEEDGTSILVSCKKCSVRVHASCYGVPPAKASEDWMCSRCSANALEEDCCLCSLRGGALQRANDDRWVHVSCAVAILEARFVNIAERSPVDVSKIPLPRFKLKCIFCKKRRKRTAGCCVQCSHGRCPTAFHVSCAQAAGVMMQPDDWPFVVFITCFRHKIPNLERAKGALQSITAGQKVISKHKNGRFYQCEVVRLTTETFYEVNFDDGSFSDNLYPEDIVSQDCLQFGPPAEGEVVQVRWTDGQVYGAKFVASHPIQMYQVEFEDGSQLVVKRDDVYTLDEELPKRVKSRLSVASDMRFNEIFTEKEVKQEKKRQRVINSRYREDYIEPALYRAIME
# HP1b binding inh: HP1-beta chromodomain-methylated histone interaction inhibition; AlphaScreen HP1-beta / biotin-H3K9me3 peptide binding; Potency, µM (highest dose often 114 µM), inactives show at the highest dose activity change, negative = inhibition, usual class: inhibitors; actives 0.56% (n = 390,000); further: potency means the concentration at half of the fitted maximal effect; nearly all actives have a fitted effect of over 70% in size; inactives centre near 23
#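 AlphaScreen: HP1-beta (50 nM) preformed 30 min with biotin-H3(1-18)K9me3 peptide (50 nM) in PBS pH 7.4, 0.01% Tween-20. Compound added for 30 min at RT, then streptavidin donor/nickel chelate acceptor beads (10 ug/mL) for 30 min.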
# GLS inhibitor: blocks human kidney-isoform glutaminase activity. O94925. GLS enzymatic activity, qHTS titration. Potency, µM (titrated, usually from 45.5 µM), inactives show at the top dose activity change, negative = inhibition, most hits filed as inhibitors. actives 0.21% (n = 410,000); further: potency means the concentration at half of the fitted maximal effect; on the % scale 0 is the no-effect control and ±100 the full control effect
#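 Enzyme dispensed in phosphate buffer (45 mM, pH 8.2, 0.02% Tween-20), compounds pinned in, then 1 mM L-glutamine solution and the glutamate oxidase–HRP–Amplex Red mix added; fluorescence read immediately and again after 30 min at room temperature.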
# Pin1 inh: human Pin1 inhibition; AID 504891; Potency, µM (series often up to 115 µM), for inactives: at the top dose activity, negative = inhibition, most hits filed as inhibitors; actives 0.009% (n = 390,000); Q13526; Pin1 FP peptide displacement, HiFluor488, 10 min; active means well fitted inhibition curve with a large enough effect in the polarisation, with a control signal flat, not every such curve was filed as active; inconclusive means small, poorly fitted or top-dose-only effect, or effect the other way, or a change in a side signal; inactive means no such curve, though single readings can be large or run the other way; the % refers to the polarisation; further: potency means the concentration at half of the fitted maximal effect; on the % scale 0 is the no-effect control and ±100 the full control effect
# Active calls of the source: *; i = inactive; ? = inconclusive; nt = not tested or not shown; & = joins results of further samples; [ ] = another dose, or the depositor's remark. Unless noted, the call rests on the fitted dose curve; in most records, active means well fitted curve in the direction sought with a large enough effect; inconclusive means small, poorly fitted or top-dose-only effect, or another doubt; inactive means no such curve, though single readings can be large; an effect the other way counts as inactive or inconclusive.
SMILES,BAZ2B inh,PI4K2A block,PGK inhibitor,ERG Ets-DNA blk,G9a block,JMJD2A Tudor,HP1b binding inh,GLS inhibitor,Pin1 inh
NC(=O)c1ccc(NC(=O)COC(=O)c2cc([N+](=O)[O-])ccc2N2CCOCC2)cc1,-7.7%,-2.2,0.8%,7.9%,12.6µM*,-14.5%,6.7%,2.9%,5.1%
O=C(CCCc1ccccc1)NC12CC3CC(CC(C3)C1)C2,-3.4%,-2.6,-2.9%,-10.4%,19.2%[0.501 µM],28.9%,53.6%[activator],0.6%,-2.6%
COc1ccccc1OCc1nnc(SCC(=O)NCc2ccco2)n1-c1ccccc1,-7.3%,5.4,nt,-2.6%,15.1%[59 µM],-15.3%,17.6%,-0.9%,?
COC(=O)C1CCN(c2csc3ccc(Cl)cc3c2=O)CC1,-22.4%,0.4,-0.5%,1.5%,-34.8%[59 µM],-13.4%,32.9%[57 µM],-9.2%,-2.3%
COc1ccc(C2=NS(=O)(=O)N(C)C(C(=O)Nc3cc(OC)c(OC)c(OC)c3)=C2)cc1,?,3.4,7.8%,0.2%,-21.9%,?,3.2%,-4.7%,?
CNC(=O)C1CC(=O)N(Cc2ccc3c(c2)OCO3)C(=Nc2ccc(F)cc2)S1 (stereo unspecified),-4.2%,0.4,-4.6%,nt,7.5%[59 µM],-2.2%,31.3%,-5.7%,1.5%
CS(=O)(=O)N(CC(=O)Nc1ccc(C(N)=O)cc1)C1CCCCC1,9.0%,-14.2,-1.3%,2.1%,17.6%[59 µM],-7.9%,4.7%,-2.5%,-0.3%
CCNc1nc(OC)nc(Oc2ccc(=O)n(-c3ccccc3)n2)n1,-1.5%,6.0,-5.6%,6.5%,17.2%[12.7 µM],-25.3%,-11.0%,2.7%,2.4%
COc1ccc(C(=O)c2cn(Cc3cccc(C)c3)c3cc4c(cc3c2=O)OCO4)cc1,?,-2.4,3.1%,2.9%,-26.5%[59 µM],-13.8%,23.6%,5.4%,1.4%
Cc1ccc(S(=O)(=O)N(C)C)cc1NC(=O)COC(=O)c1ccc2c(c1)NC(=O)CS2,-17.4%,1.6,-1.5%,-1.2%,?,-14.1%,10.4%,0.0%,-10.6%
O=C(O)c1cccc2sc3cc(Cl)ccc3c(=O)c12,10.2%,-2.4,i,-4.1%,6.6%[0.501 µM],-16.4%,49.4%[activator],6.7%,-0.7%
Cc1cccc(C)c1NC(=O)NNC(=O)c1cc(C(C)(C)C)nn1Cc1ccccc1,20.5%,2.0,i,14.4%,nt,-11.7%,44.8%[activator],0.2%,-0.6%
Cc1ccc(N2CC(NS(=O)(=O)c3cccnc3)CC2=O)cc1 (stereo unspecified),5.0%,0.7,3.2%,13.8%,?,-0.7%,15.7%,3.0%,-2.3%
CC(C)Cn1cnc2c(Sc3c([N+](=O)[O-])ncn3C)nc(N)nc21,nt,-4.8,7.3%,-6.0%,nt,-10.4%,31.2%,-0.6%,-8.6%
O=C(N/N=C/c1cccnc1)c1cc(-c2ccc(Br)cc2)nc2ccccc12,-14.8%,-2.4,7.4%,1.9%,nt,-19.3%,23.0%,15.6%,5.2%
CCc1cc(=O)oc2cc(OCc3ccc(C(=O)O)o3)ccc12,2.7%,-4.6,-18.1%,15.6%,?,-9.4%,8.6%,1.7%,-4.5%
CCC1C=C(c2ccccc2)C=CN=C1N(CC)CC (stereo unspecified),-0.4%,3.1,12.1%,0.2%,18.9%[59 µM],-19.9%,19.2%,-2.7%,0.7%
CC(=O)Nc1ccc(C(=O)COC(=O)Cc2ccsc2)c(F)c1,nt,-2.8,i,-5.3%,nt,-11.7%,47.3%[activator],-7.2%,-4.8%
O=c1c2ccccc2c(/C=N/NS(=O)(=O)c2ccccc2)c(O)n1-c1ccccn1,nt,1.2,-3.4%,93.3%[activator],?,-16.2%,13.6%,30.6%[activator],?
COc1cccc(C(=O)Nc2ccc(C(=O)NCC3CCCO3)cc2)c1 (stereo unspecified),nt,1.7,-2.0%,-0.7%,nt,-18.9%,-14.4%,1.1%,-3.3%
Cc1ccc([N+](=O)[O-])cc1S(=O)(=O)NCCc1c(C)[nH]c2ccccc12,50.1µM*,-5.2,-2.5%,1.4%,?,?,-31.1%,3.2%,-10.8%
CCOC(=O)C1CCN(C(=O)c2cc(-c3ccncc3)nc3ccccc23)CC1,2.5%,-0.4,9.4%,-5.7%,31.0%[12.7 µM],-10.6%,24.2%,5.3%,3.9%
Cc1ccc(C)c(NC(=O)CN(C)C(=O)c2cc3ccccc3oc2=O)c1,nt,-0.4,-9.5%,15.1%,nt,-5.2%,35.1%,-1.5%,1.0%
COCCn1c(=O)c2c(nc3n2CC(C)CN3Cc2ccccc2)n(C)c1=O (stereo unspecified),-15.2%[57.1 µM],5.3,5.9%,-1.6%,15.2%,-26.7%,52.3%[activator],7.1%,-2.2%
COc1cccc(-c2csc(N3CCN(C(=O)Nc4ccc(F)cc4)CC3)n2)c1,-29.0%,4.2,-0.4%,2.2%,?,-21.4%,-22.3%,5.3%,35.0%[activator]

# Other structures:
SMILES,BAZ2B inh,PI4K2A block,PGK inhibitor,ERG Ets-DNA blk,G9a block,JMJD2A Tudor,HP1b binding inh,GLS inhibitor,Pin1 inh
Cc1ccc(N2CCN(S(=O)(=O)N3CCCCC3)CC2)cc1C,-21.4%,-6.4,-7.9%,-7.1%,?,-1.4%,39.5%[activator],0.0%,-0.6%
O=C(CCc1nc(-c2ccccc2Cl)no1)Nc1cccnc1,2.7%,6.3,4.2%,-0.2%,6.7%[59 µM],6.3%,27.5%,-12.9%,4.3%
CCOc1ccc(CC2c3cc(OCC)c(OCC)cc3CCN2C(=O)c2cc(OC)c(OC)c(OC)c2)cc1OCC (stereo unspecified),15.3%,4.5,-4.6%,-6.6%,-34.3%[59 µM],-10.4%,17.7%,-13.4%,4.1%
COCCN1C(=O)N[C@@H](c2cccc(C(F)(F)F)c2)[C@H](C(C)=O)[C@H]1C,nt,-1.5,i,0.5%,nt,-14.1%,33.6%,2.0%,6.6%
COc1ccc(NC(=O)COC(=O)c2ccc3c(c2)OCO3)c(OC)c1,nt,-3.6,-6.9%,10.4%,nt,-21.9%,25.4%,-6.0%,32.0%[activator]
Cc1ccc2nc(-c3cccc(N)c3)oc2c1,-6.7%,-11.5,-2.5%[11.5 µM],nt,-0.2%,-9.5%,28.8%,9.3%,-2.9%
COc1ccc(NC(=O)CSc2nc3ccccc3nc2N2CCOCC2)c(OC)c1,-30.2%&-28.5%,-1.9&-1.5,-4.8%&-0.1%,1.7%&-0.4%,17.5%,?,4.8%&4.9%,-0.6%&1.9%,0.9%&0.7%
CCOC(=O)CN(Cc1ccccc1)C(C(=O)NC1CCCCC1)c1ccc(OC)cc1 (stereo unspecified),2.2%,1.2,-0.6%,-2.5%,-0.3%[59 µM],-19.8%,-7.5%,0.2%,-0.1%
O=C(c1cc2ccccc2o1)N1CCN(C/C=C/c2ccccc2)CC1,20.3%,0.6,9.4%,1.0%,nt,-35.6%,5.4%,8.8%,-8.1%
CCCNC(=O)N1CCN(S(=O)(=O)c2ccc3c(ccn3C)c2)CC1,-1.8%,-7.5,3.5%,-1.2%,10.3%[59 µM],-20.1%,20.3%[57 µM],-5.0%,0.3%
NC(=S)N/N=C/c1ccccc1,-33.8%,-0.6,-1.6%,2.6%,?,-18.5%,16.3%,13.7%,0.9%
CCOC(=O)C1(CCOC)CCN(Cc2nc(C(C)C)cs2)CC1,3.2%,-3.7,-0.5%,-4.4%,2.8%,-4.3%,26.6%,-3.6%,-4.8%
Cc1ccc(C2=NOC(C)(c3nnc(Cc4ccccc4)o3)C2)cc1 (stereo unspecified),nt,-6.2,-1.0%,-8.2%,nt,-12.1%,25.1%,4.2%,-3.1%
O=C(Cc1ccsc1)NCc1ccccc1F,-6.4%,0.0,7.2%,-3.0%,nt,1.4%,50.4%[activator],-3.2%,-4.1%
CCOc1ccc(N(C(=O)/C=C/C(=O)Nc2cc(C)on2)C(C(=O)NC2CCCC2)c2ccccc2C)cc1 (stereo unspecified),3.4%,-0.6,-0.8%,1.1%,-5.4%,?,12.9%,-4.1%,?
CCn1c(=O)c(=O)n(CC)c2cc(N3CCCCC3)c(NC(=O)c3cccc(OC)c3)cc21,0.5%,1.4,-3.6%,1.1%,-35.0%[59 µM],-8.6%,13.0%,1.2%,-2.5%
Cc1cccc(NC(=O)C2CCCN(C(=O)Nc3ccccc3)C2)c1C (stereo unspecified),5.6%,1.8,i,12.1%,10.2%[12.7 µM],-3.8%,30.0%,-4.0%,0.9%
Cc1ccc(C(=O)NCCc2ccccc2)cc1N1CCCC1=O,-6.4%,-1.4,i,3.6%,nt,-2.0%,50.8%[activator],2.7%,-0.4%
O=C(NCc1ccc(Cl)cc1)c1n[nH]c([N+](=O)[O-])c1Cl,-5.3%,-2.8,nt,-5.6%,52.9%[activator][59 µM],?,13.3%,78.0%[activator],-1.1%
O=C1CC(N2CCN(c3ccccc3Cl)CC2)C(=O)N1c1ccccc1 (stereo unspecified),1.2%,3.5,-9.1%,-8.0%,?,-2.5%,42.5%[activator],6.7%,-3.2%

# High-throughput results (PubChem)
